Compound activity as filed in PubChem.
CAL PDZ FP-1 – CAL PDZ (human) peptide binding inhibition. Q9HD26. purified CAL PDZ, TMR-peptide fluorescence polarization, 1 h. inhibition, % at 24.9 µM. 0.92% of 300,000 active. AID 602252;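 active means mean inhibition of at least 30% with at least half of replicates also reaching 30%; inconclusive means no clear call, values can overlap the other calls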;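 further: 0% = DMSO neutral control and 100% = excess unlabeled competitor peptide PRC23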
phage Ecoli inh – E. coli growth loss with phage present. 0.26% of 360,000 active. AID 651602. inhibition, % at 11.9 µM. growth absorbance; in the data active means inhibition above about 11%
SR-BI DiI-HDL act – enhances SR-BI lipid uptake from DiI-HDL; 0.096% of 320,000 active; activation, % at 12.5 µM; CHO ldlA[mSR-BI] cells, DiI-HDL uptake fluorescence, 3 h; 100 = double the neutral-control signal; AID 504775;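 active means mean replicate activation of at least 60% and every replicate at or above 60%; inconclusive means mean or all-replicate condition met, but not both; inactive means mean below 60% and not all replicates reaching 60%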;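 further: 0% = median plate neutral-control signal and 100% = twice that signal; values of inactives mirror those of a sister screen read the other way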
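Assay system: LDL receptor-deficient CHO ldlA cells overexpressing murine SR-BI / Medium: BSA-supplemented, HEPES-buffered Ham's F12, pH 7.4 / Probe or stimulus: DiI-labelled HDL at 10 µg/mL final / Timing: compound with DiI-HDL co-incubation, 3 h at 37 °C / Technique: bottom-read cell fluorescence after medium removal, ex 550/em 595 nm / Measure: HDL uptake via cellular fluorescence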
MITF TRPM1 HTS – activators of MITF-driven TRPM1 promoter activity in SK-MEL-5 cells | SK-MEL-5 TRPM1-promoter luciferase, 24 h; % of positive control, neutral wells = 0 | activation, % at 12.5 µM | 0.75% of 300,000 active;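 active means mean activation of at least 80% with every replicate also reaching 80%; inconclusive means mean reaches 80% but some replicate falls short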;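 further: 0% = neutral control wells and 100% = parthenolide positive control wells; values of inactives mirror those of a sister screen read the other way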
Wnt bcat act – Wnt/beta-catenin pathway activation | Wnt/beta-catenin reporter cell assay, activator, plate reader | 1.2% of 300,000 active | activation, % at 9.35 µM; in the data active means activation above about 30%, passing the limit was not always enough; inconclusive means no clear call, values can overlap the other calls;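 further: 0% = neutral control wells and 100% = positive control wells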
CAL PDZ FP-2 – human CAL PDZ-peptide interaction inhibition | AID 504414 | inhibition, % at 20 µM | Q9HD26 | 0.02% of 330,000 active | purified CAL PDZ, TMR-peptide fluorescence polarization, 1 h;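 active means highest replicate inhibition of at least 40%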;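 further: plate controls were DMSO neutral control wells for no effect and unlabeled competitor peptide control wells for full effect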
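Material: tagged CAL PDZ protein CerCALP, purified; buffer or medium: sodium phosphate/NaCl buffer pH 7.4 with TCEP, IgG, Thesit; also added: fluorescent TMR peptide probe; schedule: 1 h incubation at room temperature before polarization reading; technique: fluorescence polarization from S- and P-plane intensities, G-factor corrected; control set: unlabelled peptide and DMSO controls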
E coli growth – counter-screen for AddAB inhibitors: E. coli growth inhibition; inhibition, % at 11.9 µM; 0.27% of 330,000 active; E. coli V3065 growth, OD600 absorbance, 18 h; AID 449728;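 active means inhibition above the campaign's mean inhibition across all tested compounds plus 3 SD, cut at about 9.9% in these data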;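 further: uninfected addAB+ strain grown without phage in ampicillin broth; 0% = DMSO wells and 100% = ciprofloxacin 0.95 µg/ml wells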
AddAB inh – less growth of phage-infected E. coli with AddAB; E. coli expressing H. pylori AddAB, absorbance growth; 0.29% of 330,000 active; inhibition, % at 11.9 µM; in the data active means inhibition above about 12%;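 further: 0% = vehicle wells of infected cells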
Tat transport – blocks Tat-dependent protein export in E. coli; E. coli MC4100 TorA-mCherry Tat export, fluorescence; inhibition, % at 10 µM; 0.036% of 340,000 active;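 active means mean replicate inhibition at least 50% and at least half of replicates individually reaching 50%; inconclusive means only one of the two criteria met; inactive means neither criterion met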;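 further: exported cargo escapes ClpAP degradation while cytoplasmic cargo is degraded and loses fluorescence; 0% = median of neutral control wells and 100% = median of NaSCN control wells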
SR-BI DiI inh – blocks mouse SR-BI lipid uptake from DiI-HDL. Q61009. ldlA[mSR-BI] CHO cells, DiI-HDL uptake fluorescence, 3 h. inhibition, % at 12.5 µM. 0.96% of 320,000 active. AID 488896;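 active means mean replicate inhibition of at least 70% and a set share of replicates each scoring 70 or more; inconclusive means meets just one of the two criteria; inactive means fails both criteria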;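 further: 0% = median of neutral control wells and 100% = median of positive control wells; values of inactives mirror those of a sister screen read the other way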
Target sequence (Q61009 whole entry, looked up): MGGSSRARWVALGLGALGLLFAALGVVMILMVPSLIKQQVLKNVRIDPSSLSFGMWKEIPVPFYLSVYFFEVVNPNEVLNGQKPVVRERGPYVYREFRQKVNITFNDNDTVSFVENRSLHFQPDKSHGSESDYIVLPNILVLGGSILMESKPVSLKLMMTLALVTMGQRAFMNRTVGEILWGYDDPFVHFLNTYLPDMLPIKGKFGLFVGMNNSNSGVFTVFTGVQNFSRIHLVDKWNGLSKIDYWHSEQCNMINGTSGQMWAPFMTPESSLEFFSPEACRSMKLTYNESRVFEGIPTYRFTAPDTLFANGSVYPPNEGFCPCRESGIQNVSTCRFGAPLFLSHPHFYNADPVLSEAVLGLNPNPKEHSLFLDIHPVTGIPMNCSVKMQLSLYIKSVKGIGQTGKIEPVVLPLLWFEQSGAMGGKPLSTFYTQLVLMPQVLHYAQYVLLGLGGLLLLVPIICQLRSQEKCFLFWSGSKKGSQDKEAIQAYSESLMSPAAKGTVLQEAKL
Active calls of the source: *; ? = inconclusive; . = no result given.

Every second line gives: CAL PDZ FP-1	phage Ecoli inh	SR-BI DiI-HDL act	MITF TRPM1 HTS	Wnt bcat act	CAL PDZ FP-2	E coli growth	AddAB inh	Tat transport	SR-BI DiI inh
> Cc1c(-c2ccccc2)c(-c2ccc(OCCN(C)C)cc2)n2ccccc12
→ -3	2.1	9	.	-4	-0.1	.	.	2	-9
> CCN=C(Nc1ccc(Cl)cc1)c1cccnc1
→ 4	0.2	22	.	.	-0.2	-0.1	-0.8	-5	-22
> CCN1CCN(c2ccc(S(=O)(=O)N3CCCCC3)cc2NC(=O)Cc2ccc(OC)cc2)CC1
→ .	-1.4	22	9	-1	0.3	-0.2	-0.1	2	-22
> Cc1cc(C)c(OCC(=O)OCC(=O)N(C)C2CCS(=O)(=O)C2)c(C)c1 (stereo not drawn)
→ -3	-0.6	3	11	1	-0.2	0.9	2.1	20	-3
> O=C(OCC(=O)N(C1CCCCC1)C1CCCCC1)c1cnccn1
→ 0	3.8	14	4	-3	-3.8	0.4	-2.9	-1	-14
> COc1cc2c(cc1OC)CN(C(=O)/C=C/c1ccccc1[N+](=O)[O-])CC2
→ 0	4.1	.	-20	-3	-2.7	-0.8	2.1	3	.
> CS(=O)(=O)N1CCN(c2ccc(NC(=O)CSc3nnc(-c4ccco4)o3)cc2)CC1
→ -4	2.4	20	1	0	0.1	2.6	3.4	-12	-20
> CCOC(=O)N1CCN(Cc2nc3cc([N+](=O)[O-])ccc3n2CC)CC1
→ -7	2.6	21	-5	1	-1.2	-0.7	-1.9	-4	-21
> Cc1ccc(S(=O)(=O)N2CCOCC2)cc1C(=O)Nc1cc(Cl)ccc1N1CCOCC1
→ -4	2.6	3	-2	-5	-1.5	.	.	2	-3
> COc1ccc(OCCCC(=O)Nc2cccc(C(C)=O)c2)cc1
→ -1	0.1	7	2	-1	-0.6	2.1	0.5	-15	-7
> CCCN1CCN(C(=O)Nc2ccc(OCC)cc2)CC1
→ 0	5.0	11	-1	-4	-1.8	0.3	5.3	-2	-11
> Cc1cc(F)ccc1S(=O)(=O)N1CCCOC1CNC(=O)C(=O)NC1CCCC1 (stereo not drawn)
→ 1	1.8	-11	-2	-1	-3.4	0.9	-1.2	-17	11
> COc1ccc(/C(C)=N/OCC(=O)N2CC3(C)CC2CC(C)(C)C3)cc1 (stereo not drawn)
→ -3	3.2	-4	-10	-2	-3.8	-1.8	0.7	3	4
> Cc1c(C#N)c(SCC(N)=O)nc2c1CCCC2
→ -2	0.4	13	10	.	-1.0	-1.5	2.0	-5	-13
> CCNC(=O)NC(=O)CSc1nc2ccccc2n1CC(C)C
→ -9	3.0	2	8	.	.	0.0	1.4	14	-2
> CCCn1c(N)c(C(=O)COC(=O)CNC(=O)c2ccc(C)c(C)c2)c(=O)n(C)c1=O
→ -5	0.6	4	.	0	-0.1	-0.1	-0.4	3	-4
> COC(=O)c1ccc(N)nc1
→ -3	1.5	26	-11	4	-2.5	-2.4	-1.4	-1	-26
> CCOC(=O)c1c(NC(=O)CSc2nc3ccccc3o2)sc(C(C)=O)c1C
→ -2	1.9	-22	-8	.	-4.3	-0.3	-1.0	-2	22
> COCCNC(=O)c1cc(OC)c(OC)cc1[N+](=O)[O-]
→ -3	6.0	14	-7	9	-2.5	-1.1	5.0	-4	-14
> COC(=O)C1=C(C)NC(=O)C1(NS(=O)(=O)c1ccc(C)cc1)C(F)(F)F (stereo not drawn)
→ -2	2.2	8	-7	-1	-0.6	1.0	3.5	-15	-8
> COc1cc(OC)cc(-c2nc3nc(C)c(CCC(=O)O)c(C)n3n2)c1
→ 1	0.5	8	2	.	-3.2	-0.2	-0.5	-1	-8
> Cc1ccc(C)c(NCCC#N)c1
→ -5	1.3	10	10	.	0.6	-2.3	-0.8	-7	-10
> CCc1nnc(NC(=O)CCC(=O)N2CCN(c3cc(C)ccc3C)CC2)s1
→ 4	0.9	24	2	-3	-0.3	-0.3	4.2	-2	-24
> CC(Oc1ccccc1)C(=O)Nc1nc2c(s1)C(=O)CC(C)(C)C2 (stereo not drawn)
→ 0	1.5	-7	14	.	.	1.5	-1.1	2	7
> COc1cccc(/C=N/NC(=O)c2c(-c3ccccc3)noc2C)c1
→ 0	2.5	?	.	-6	-3.2	-2.0	0.8	3	-430
> C=CCn1c(CSc2ccc(C)cc2)n[nH]c1=S
→ 1	3.5	-10	1	1	-2.7	1.2	1.0	-10	10
> CC1(C)CC(=O)c2cnc(N3CCc4ccccc4C3)nc2C1
→ -4	3.0	-10	61	16	-2.8	0.2	-2.0	3	10
> C=Cc1ccc(C2=CC(=O)C[C@H](c3ccc(OC)cc3)C2)cc1
→ 7	0.5	5	43	5	0.7	1.1	-0.8	1	-5
> CCOC(=O)Cn1c2c(c(=N)c3ccccc31)CCC2
→ -1	1.5	10	-2	.	-0.6	1.6	4.1	9	-10
> COc1cc2c(c(OC)c1OC)C(=O)CO2
→ 9	0.4	-9	-7	1	0.9	.	.	5	9
> CCOC(=O)c1ccc(NC(=O)N2CC(C)OC(C)C2)cc1 (stereo not drawn)
→ .	3.0	1	8	.	-0.8	0.8	1.0	-12	-1
> CCCCn1c(CN2CCN(c3cccc(Cl)c3)CC2)nc2c1c(=O)[nH]c(=O)n2C
→ -2	1.6	-21	-26	-9	-5.2	-1.7	1.4	0	21
> CC(C)COc1nc2ccccc2c(=O)n1OCC(=O)O
→ -1	3.0	1	2	.	-1.1	-1.3	2.3	-2	-1
> CCCCN(C)Cc1cc(=O)oc2ccc3ccccc3c12
→ -4	6.0	-11	-19	-3	-1.2	-1.9	0.0	17	11
> O=C(/C=C/c1c[nH]c2ccccc12)c1ccccc1
→ -2	0.6	-2	33	.	-1.2	-1.0	4.4	-1	2
> Cc1ccccc1NC(=O)c1cnn(-c2ccccc2)c1NC(=O)c1ccco1
→ 3	2.2	-4	-8	2	0.9	0.5	2.3	-4	4
> O=C(c1ccc2c(=O)n3c(nc2c1)CCCCC3)N1CCN(c2ccc(F)cc2)CC1
→ -1	2.1	7	10	2	-1.0	1.7	3.3	-5	-7
> O=C(NN=C1C2CC3CC1CC(Cl)(C3)C2)c1cccs1
→ -3	-0.9	1	-1	1	-1.0	-1.6	4.0	1	-1
> O=C(NNC(=O)c1ccc2ccccc2c1)Nc1ccc(F)cc1
→ .	1.4	7	-12	0	1.2	1.6	1.3	-4	-7
> CC[C@]12c3[nH]c4cc(-c5ccco5)ccc4c3CCN1C(=O)[C@@H](CC(=O)NCCCn1ccnc1)C[C@@H]2C(=O)N1CCN(C(=O)c2ccco2)CC1
→ -3	1.9	12	2	0	0.6	-0.7	-1.2	3	-12
> CN(CC(=O)O)S(=O)(=O)c1ccc2c(c1)NC(=O)CC(=O)N2
→ -2	-0.1	29	-2	-1	-1.2	-2.4	-1.2	-5	-29
> Cc1nn(-c2ccccc2)c(C)c1/C=N/n1cnnc1
→ .	-0.6	30	-4	-2	0.1	1.3	3.8	-12	-30
> O=C(N=Nc1c(O)[nH]c2ccccc12)Nc1ccccc1
→ 0	1.1	-14	51	-3	-0.6	.	.	-9	14
> Cc1ccc(Nc2nnc(SCC(=O)c3ccc(O)cc3O)s2)cc1
→ -2	1.7	-10	5	3	-1.9	1.3	1.5	0	10
> C=CCn1c(CSCc2ccc(Cl)cc2Cl)nnc1SCC(=O)Nc1ccc(C(=O)O)cc1
→ -12	1.9	26	28	1	-0.9	-1.5	3.3	-5	-26
> O=[N+]([O-])c1ccc(-c2nn(-c3ccccc3)cc2/C=N/n2c(-c3ccncc3)n[nH]c2=S)cc1
→ .	3.0	2	.	2	0.8	1.9	7.4	6	-2
> Cc1ccc(CNC(=O)CSCc2cccc(F)c2)cc1
→ 0	3.5	6	22	-1	-0.5	1.7	0.6	0	-6
> COc1ccccc1N1CCN(CCCCNC(=O)c2ccc3ccccc3c2)CC1
→ 3	3.5	-42	-6	-1	-2.7	-0.6	-2.9	-2	42
> OC(CCCN1CCC(O)(c2ccc(Cl)cc2)CC1)c1ccc(F)cc1 (stereo not drawn)
→ -1	4.4	11	1	-2	-1.6	1.0	1.8	-7	-1
> O=C(NC(=O)c1c(F)cccc1F)Nc1cccc(Oc2ncc(Cl)cn2)c1
→ 0	2.2	-4	-2	-4	-0.6	.	.	8	4
> CCc1cccc(NC(=O)COC(=O)C2CCN(c3ccc(C(F)(F)F)cn3)CC2)c1
→ .	4.0	27	-1	-1	0.2	0.8	-0.7	14	-27
> COc1cc(CN2CCC(Oc3cc(C(=O)NC4CC4)ccc3OC)CC2)cc(OC)c1
→ -3	4.7	4	-8	0	-2.8	-1.9	3.7	4	-4
> CCOC(=O)c1ccccc1NC(=O)CSc1nnc(C(C)C)n1CC
→ -5	0.0	2	-5	.	-1.9	-1.4	1.6	0	-2
> CC[C@]1(C(=O)OC)[C@H]2C(=O)N(C)C(=O)[C@H]2[C@H]2CN(C)C(=NC3CCCCC3)N21
→ 11	-0.6	-7	-10	-1	1.2	-0.2	0.7	-9	7
> COC(=O)c1ccc(C2NC(C(=O)O)CS2)cc1 (stereo not drawn)
→ -1	1.5	9	.	0	0.0	1.9	0.8	3	-9
> CCCCNS(=O)(=O)c1ccc2nc(SCC(=O)Nc3sccc3C#N)[nH]c2c1
→ 35*	2.5	-1	-29	-3	.	3.1	1.2	17	1
